# Source: PubChem BioAssay (National Center for Advancing Translational Sciences (NCATS))
# PI4K2A block = qHTS for small molecular inhibitors of PI4K2A; Phosphatidylinositol 4-kinase type 2-alpha (Homo sapiens), Q9BTU6; purified PI4K2A, ADP-Glo luminescence, 1 h; active compounds read low; activity change, negative = inhibition, % at 76.9 µM; hit rate 0.13% among 420,000; in the data active = activity change below about -50%; inconclusive = mostly about -30% to -49%;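 note: -100% = wells without enzyme as full effect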
#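 In this quantitative HTS, ADP production by PI4K2A was quantified luminescently after 1 h at ambient temperature; 100 microM adenosine served as plate-quality control.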
# Pin1 inh = qHTS Assay to Find Inhibitors of Pin1; Peptidyl-prolyl cis-trans isomerase NIMA-interacting 1 (Homo sapiens), Q13526; Pin1 FP peptide displacement, HiFluor488, 10 min; Potency, µM (doses to about 115 µM), for inactives: at the highest dose activity, negative = inhibition, actives largely listed as inhibitors; hit rate 0.009% among 390,000; AID 504891, 2011; active = well fitted inhibition curve with a large enough effect in the polarisation, with a control signal flat, not every such curve was filed as active; inconclusive = small, poorly fitted or top-dose-only effect, or effect the other way, or a change in a side signal; inactive = no such curve, though single readings can be large or run the other way; the % refers to the polarisation; note: potency is the fitted concentration of half-maximal effect; % is set by controls: 0 for no effect and ±100 for the full control effect
# Target sequence (Q13526 whole entry, looked up): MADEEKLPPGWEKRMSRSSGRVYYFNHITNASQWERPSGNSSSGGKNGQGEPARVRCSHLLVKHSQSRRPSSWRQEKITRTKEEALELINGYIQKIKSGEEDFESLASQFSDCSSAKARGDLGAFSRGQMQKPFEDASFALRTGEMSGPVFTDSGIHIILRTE
# ERG Ets-DNA blk = qHTS for Small Molecule Inhibitors of the ERG Ets/DNA interaction; hit rate 0.028% among 370,000; Potency, µM (top dose mostly 76.9 µM), for the others: at the highest dose FP activity, negative = inhibition, most hits filed as inhibitors; fluorescence polarization, His-ERG Ets domain / labelled DNA; Transcriptional regulator ERG (Homo sapiens), P11308; active = well fitted inhibition curve with a large enough effect in the polarisation, with a control signal flat; inconclusive = small, poorly fitted or top-dose-only effect, or effect the other way, or a change in a side signal; inactive = no such curve, though single readings can be large or run the other way; the % refers to the polarisation;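 note: polarization taken with two DNA probes labelled with fluorescein and Texas red; potency is the fitted concentration of half-maximal effect; % of control where 0% means no effect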
#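 His-tagged ERG Ets domain (1 uM in the protein solution; 300mM KCl, 50mM Tris-HCl, 1mM EDTA, 1mM DTT, pH 7.5) received compound, then a probe mix of 5 nM fluorescein-DNA and 100nM Texas-615-DNA. Fluorescence polarization was read for both dyes.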
# Tb PGK inh = qHTS Assay to Find Inhibitors of Phosphoglycerate Kinase | Phosphoglycerate kinase, glycosomal (Trypanosoma brucei brucei), P07378 | PGK/GAPDH coupled, Kinase-Glo luminescence, 60 min | Potency, µM (titrated, usually from 57.5 µM), for the others: top-dose activity change, negative = inhibition, hits mostly inhibitors | hit rate 0.043% among 380,000 | AID 602233, 2012; note: potency is the fitted concentration of half-maximal effect; % is set by controls: 0 for no effect and ±100 for the full control effect; nearly all actives have a fitted effect of over 60% in size
#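 Recombinant glycosomal PGK reaction used 1,3-bisphosphoglycerate generated in-well by GAPDH (100nM final) in 100mM TEA pH 7.6, 5mM MgCl2, 0.01% Tween-20. After 60 minutes at room temperature, ATP was read by Kinase-Glo Plus luminescence end-point.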
# G9a block = qHTS Assay for Inhibitors of Histone Lysine Methyltransferase G9a; Histone-lysine N-methyltransferase EHMT2 (Homo sapiens), Q96KQ7; G9a H3K9 monomethylation, AlphaScreen, 2 h; Potency, µM (highest dose often 102 µM), for the others: at the highest dose activity, negative = inhibition, usual class: inhibitors; hit rate 8.8% among 350,000; AID 504332, 2011; note: potency is the fitted concentration of half-maximal effect; % is set by controls: 0 for no effect and ±100 for the full control effect; nearly all actives have a fitted effect of over 75% in size
#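 Methyltransferase reactions run at room temperature for 2 h (20 nM enzyme, 500 nM biotin-H3K9 peptide, 20 uM SAM) after a 15 min compound preincubation; product detected by AlphaScreen beads and anti-H3K9me1 antibody.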
# HP1b chromo inh = HTS for Inhibitors of HP1-beta Chromodomain Interactions with Methylated Histone Tails; Chromobox protein homolog 1 (Homo sapiens), P83916; AlphaScreen HP1-beta / biotin-H3K9me3 peptide binding; Potency, µM (series often up to 114 µM), without a hit: at the highest dose activity change, negative = inhibition, actives largely listed as inhibitors; hit rate 0.56% among 390,000; AID 540317, 2011; note: potency is the fitted concentration of half-maximal effect; nearly all actives have a fitted effect of over 70% in size; inactives centre near 23
# Target sequence (P83916 whole entry, looked up): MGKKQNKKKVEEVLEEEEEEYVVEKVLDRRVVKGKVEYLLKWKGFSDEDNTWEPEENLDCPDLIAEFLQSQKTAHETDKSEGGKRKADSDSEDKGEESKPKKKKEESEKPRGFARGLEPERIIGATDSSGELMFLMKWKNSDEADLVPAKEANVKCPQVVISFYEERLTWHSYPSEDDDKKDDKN
#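 AlphaScreen: HP1-beta (50 nM) preformed 30 min with biotin-H3(1-18)K9me3 peptide (50 nM) in PBS pH 7.4, 0.01% Tween-20. Compound added for 30 min at RT, then streptavidin donor/nickel chelate acceptor beads (10 ug/mL) for 30 min.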
# GLS inh = qHTS for Inhibitors of Glutaminase (GLS). hit rate 0.21% among 410,000. Glutaminase kidney isoform, mitochondrial (Homo sapiens), O94925. AID 624170, 2012. Potency, µM (top dose mostly 45.5 µM), for inactives: at the highest dose activity change, negative = inhibition, actives largely listed as inhibitors. GLS enzymatic activity, qHTS titration; note: potency is the fitted concentration of half-maximal effect; % is set by controls: 0 for no effect and ±100 for the full control effect
# Target sequence (O94925 whole entry, looked up, canonical isoform): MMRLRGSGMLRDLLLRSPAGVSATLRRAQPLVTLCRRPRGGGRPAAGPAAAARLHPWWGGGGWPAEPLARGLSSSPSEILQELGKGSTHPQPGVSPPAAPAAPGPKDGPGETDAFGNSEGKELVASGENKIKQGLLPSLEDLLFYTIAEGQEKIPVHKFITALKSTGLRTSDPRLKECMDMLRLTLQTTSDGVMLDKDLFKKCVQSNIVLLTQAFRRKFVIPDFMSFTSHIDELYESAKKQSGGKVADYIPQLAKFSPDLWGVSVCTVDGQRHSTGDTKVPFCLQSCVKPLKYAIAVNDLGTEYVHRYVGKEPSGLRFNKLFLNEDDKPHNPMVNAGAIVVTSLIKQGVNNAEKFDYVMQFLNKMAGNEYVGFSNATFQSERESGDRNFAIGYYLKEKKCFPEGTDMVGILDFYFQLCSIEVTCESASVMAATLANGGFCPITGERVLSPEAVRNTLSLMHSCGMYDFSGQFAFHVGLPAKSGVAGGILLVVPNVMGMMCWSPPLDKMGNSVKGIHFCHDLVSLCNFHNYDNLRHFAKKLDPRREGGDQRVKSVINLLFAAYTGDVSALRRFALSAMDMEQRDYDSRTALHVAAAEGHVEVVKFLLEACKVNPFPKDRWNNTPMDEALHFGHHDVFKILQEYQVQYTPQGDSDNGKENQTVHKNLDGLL
#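 Glutamate formation by hKGA was monitored fluorometrically using coupled glutamate oxidase, HRP and Amplex Red. Substrate was added as 1 mM L-glutamine solution; incubation was 30 min at RT after an initial read.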
# BAZ2B inh = qHTS Assay for Inhibitors of BAZ2B. Bromodomain adjacent to zinc finger domain protein 2B (Homo sapiens), Q9UIF8. AlphaScreen BAZ2B-H3K14Ac peptide displacement. Potency, µM (doses to about 114 µM), without a hit: at the top dose activity change, negative = inhibition, most hits filed as inhibitors. hit rate 4.4% among 360,000; note: potency is the fitted concentration of half-maximal effect; % is set by controls: 0 for no effect and ±100 for the full control effect; nearly all actives have a fitted effect of over 60% in size
#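 AlphaScreen displacement of biotin-H3(5-23)K14Ac peptide (50 nM final) from BAZ2B (50 nM final) in PBS pH 7.4, 0.01% Tween-20; complex preformed 30 min RT, then compounds (top 110 uM) 30 min RT, beads 20 min dark.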
# JMJD2A Tudor = qHTS Assay for Inhibitors of JMJD2A-Tudor Domain; AID 504339, 2011; AlphaScreen JMJD2A-Tudor / H3K4me3 peptide binding; Lysine-specific demethylase 4A (Homo sapiens), O75164; Potency, µM (doses to about 114 µM), without a hit: top-dose activity change, negative = inhibition, hits mostly inhibitors; hit rate 4.4% among 390,000; note: potency is the fitted concentration of half-maximal effect; % is set by controls: 0 for no effect and ±100 for the full control effect; nearly all actives have a fitted effect of over 50% in size
# Starred values were filed as active, the others as inactive; i = inactive; ? = inconclusive; / = no result given; [ ] = remark or other dose. Unless noted, calls come from the whole dose curve; as a rule, active = well fitted curve in the direction sought with a large enough effect; inconclusive = small, poorly fitted or top-dose-only effect, or another doubt; inactive = no such curve, though single readings can be large; an effect the other way counts as inactive or inconclusive.
SMILES,PI4K2A block,Pin1 inh,ERG Ets-DNA blk,Tb PGK inh,G9a block,HP1b chromo inh,GLS inh,BAZ2B inh,JMJD2A Tudor
CC(=O)c1ccc(OCc2cc(C(=O)N3CCCCCCC3)no2)cc1,2.8,2.8%,-4.4%,-3.5%,2.9%[0.501 µM],26.8%,12.7%,-4.3%,-0.7%
Cc1ccc(-c2cc(C(=O)Oc3ccccc3Cl)no2)cc1C,3.7,-1.9%,0.2%,-8.0%,133.8%[activator][59 µM],138.3%[activator],-2.0%,66.5%[activator],101.3%[activator]
CN(C1CCCCC1)S(=O)(=O)c1ccc(C(=O)O)cc1,2.4,3.5%,-3.0%,-8.9%,-11.3%,28.6%,6.6%,0.9%,-2.7%
Cc1ccc(OC(C)C(=O)N(C)Cc2ccccc2)c([N+](=O)[O-])n1 (stereo unspecified),3.9,-1.0%,-12.0%,-6.5%,73.4%[activator],51.3%[activator],-7.8%,-17.0%,4.1%
Cc1cc(C)c(S(C)(=O)=O)c(S(=O)(=O)c2ccc(Cl)cc2)n1,-10.8,-11.9%,-8.9%,-6.2%,-3.5%[2.33 µM],21.5%,1.4%,-6.2%,2.9%
c1ccc(-c2csc(-c3ccncc3)n2)cc1,2.3,0.5%,-4.0%,i,59.8%[activator],13.0%,8.9%,3.4%,-12.3%
COCCCn1c(SCC(=O)NC2CCS(=O)(=O)C2)nnc1-c1ccc(Cl)cc1 (stereo unspecified),-1.8,-0.1%,-9.1%,-7.4%,15.2%[12.7 µM],39.4%[activator],-6.6%,-8.1%,5.7%
O=C(CC(C(=O)O)c1ccccc1)Nc1cccc2ccccc12 (stereo unspecified),0.4,-0.8%,3.5%,-3.2%,-9.7%[59 µM],20.1%,3.8%,-2.9%,-4.8%
COc1ccc([C@H]2CC(=O)C=C(c3ccc(Br)c4ccccc34)C2)cc1,-1.7,0.7%,4.4%,-2.3%,/,42.7%[activator],1.5%,/,-24.8%
Cc1cccc(NC(=O)c2c(NC(=O)c3cccs3)sc3c2CCC(C)C3)c1 (stereo unspecified),5.5,-6.1%,-1.9%,/,69.8%[activator][59 µM],63.9%[activator],-10.8%,29.0%,12.7%
Nc1c(C(=O)NCCN2CCOCC2)c2nc3ccccc3nc2n1CCc1ccccc1F,-2.7,22.7%,/,10.1%,-25.4%[12.7 µM],80.6%[activator],2.9%,2.5%,1.7%
O=C(COC(=O)c1ccccc1Br)NC(=O)NCc1ccccc1,0.3,1.0%,5.4%,-10.7%,/,39.2%[activator],0.7%,/,-16.1%
Nc1nc2c(c3c1c(=O)oc1ccccc13)CCCCC2,5.7,-5.8%,2.9%,-2.7%,13.4%[12.7 µM],45.2%[activator],12.6%,3.4%,3.6%
COc1ccc(C2NC(=O)NC(C)=C2C(=O)Nc2cc(C)ccc2C)cc1OC (stereo unspecified),10.8,-4.8%,6.9%,8.6%,2.9%[59 µM],10.2%,3.9%,/,-9.5%
COc1ccc(CCC(=O)N2CCN(C3CCCCC3)CC2)cc1,-2.2,-7.8%,-2.7%,-5.5%,-18.0%[12.7 µM],11.7%,0.3%,-5.1%,-16.2%
CCOC(=O)c1c(NC(=O)COC(=O)c2ccc(O)cc2)sc(C(=O)NC)c1C,-1.1,21.2%,2.8%,i,/,25.1%,-8.3%,/,-27.1%
CSCCC(NS(=O)(=O)c1cccs1)C(=O)NCc1ccccc1 (stereo unspecified),-3.3,-2.4%,-7.1%,-12.8%,1.4%,13.6%,-0.6%,0.3%,-15.0%
CCOC(=O)[C@@H]1[C@H]2COc3ccc(Br)cc3[C@@H]2N2C(=O)N(c3ccc(Br)cc3)C(=O)[C@@]12C,-2.8,39.9%[activator],6.1%,i,/,29.7%,-4.6%,/,-23.6%
COc1ccccc1-c1cc(C(=O)Nc2ccccc2SC)no1,0.9,-3.2%,-2.9%,-6.2%,-4.7%[2.33 µM],17.3%,1.2%,11.2%,5.3%
C=CCN(C(=O)CSc1nc2ccsc2c(=O)n1Cc1ccccn1)c1ccccc1,2.7,26.8%,109.0%[activator],0.3%,2.8%,?,1.5%,-3.8%,-23.0%
CC(=O)NCCC(=O)N(Cc1ccccc1)c1nc2c(C)cccc2s1,-2.6,-0.8%,-9.9%,i,1.7%,22.7%,0.7%,-35.1%,?
O=C(CCn1c(=O)c2cccn2c2ccc(F)cc21)NCCc1ccccc1Cl,-2.3,-0.4%,0.2%,8.5%,-0.3%[59 µM],36.8%,-1.1%,1.5%,-2.6%
CCC(Sc1nc2ccccc2o1)C(=O)O (stereo unspecified),9.6,-0.3%,0.8%,-9.3%,?,33.7%,-4.5%,3.6%,-9.7%
CN(C)CCCNc1cc(N2CCN(C3CCCCC3)CC2)c2noc3c2c1C(=O)c1ccccc1-3,-14.3,?,-8.7%,i,?,?,11.2%,20µM*,35.5µM*
Cc1cc(NC(=O)c2ccc(Cl)cc2)cc(C)c1OCC(=O)N1CCOCC1,-5.1,1.7%,9.6%,-9.8%,-7.4%,17.8%,3.6%,-3.9%,-10.9%
CCOC(=O)c1[nH]c2ccccc2c1NC(=O)c1ccc(S(=O)(=O)N2CCCC2)cc1,-2.8,-3.1%,-15.1%,-8.9%,?,19.8%,-4.7%,0.8%,-16.6%
O=C(COc1cccnc1[N+](=O)[O-])Nc1ccc(Cl)cc1F,10.5,0.9%,5.7%,-4.0%,/,-17.9%,-20.9%,/,-22.8%
COc1ccccc1-n1cnc2cc(C(=O)NCCCN3CCOCC3)ccc21,5.1,-2.3%,-6.1%,-5.8%,-4.5%[59 µM],13.6%,3.6%,11.8%,-20.1%
Cc1cccc(C)c1NC(=O)N1CCC(c2nc3ccccc3o2)CC1,9.3,2.9%,5.9%,i,21.2%,9.4%,-4.5%,7.8%,-19.0%
COc1cc(OC)c(C(=O)C=Cc2ccc(OC)c(OC)c2)c(OC)c1,-5.6,1.5%,-4.7%,3.4%,/,-10.3%,-12.2%,/,-26.2%
COC(=O)CCC(=O)OC1(C)C(=O)C=C2C=C(C3CC3)N(CC3CC3)C=C2C1=O (stereo unspecified),-18.3,?,-9.8%,-3.6%,3.8%[59 µM],13.9%,-8.2%,-21.7%,-12.1%
Cc1ccccc1-c1nc(CS(=O)(=O)CC(=O)NCc2ccc(F)cc2)c(C)o1,-1.4,6.2%,13.8%,-4.1%,/,31.0%,-1.7%,8.4%,-0.7%
CCN(CC)S(=O)(=O)c1cccc(-c2nn(-c3ccccc3)cc2/C=C(\C#N)C(=O)NCc2ccco2)c1,4.4,21.9%,10.1%,-7.0%,20.2%,18.4%,2.9%,-7.2%,-6.0%
Cc1ccc(CS(=O)(=O)CCC(=O)NCCN2CCCCC2C)cc1 (stereo unspecified),-12.1,2.3%,-5.9%,-2.6%,5.4%[12.7 µM],22.7%,9.9%,2.1%,-12.9%
N#CCc1cc2ccc3cccc4ccc(c1)c2c34,-0.6,13.3%,-2.0%,-6.5%,62.0%[activator],138.3%[activator],-0.2%,46.4%[activator],52.5%[activator]
CC(C)(C)CN1C(N)=NC[C@H]1Cc1ccc(O)cc1,0.3,-4.7%,-21.7%,2.3%,32.0%[59 µM],29.6%,24.3%,1.9%,-6.9%
O=C(O)c1cccc(NS(=O)(=O)/C=C/c2ccccc2)c1,-2.1,-9.8%,-13.5%,0.0%,-12.4%,71.6%[activator],-17.1%,4.9%,-9.0%
C/C(=N/NC(=O)CNC(=O)c1cccnc1)c1ccccc1,1.7,-2.2%,7.9%,-12.9%,-29.5%,46.3%[activator],-2.9%,1.6%,-0.7%
Cc1ccc(C(NC(=O)c2cccc(S(=O)(=O)N3CCN(C)CC3)c2)c2ccccc2)cc1 (stereo unspecified),1.8,-5.0%,-1.6%,-2.9%,-0.2%[2.33 µM],3.4%,0.1%,-33.4%,-24.7%
Cc1cc(=O)n2nc(N3CCCC(C(=O)N4CCN(c5ccccc5)CC4)C3)sc2n1 (stereo unspecified),-15.5,?,-3.6%,-5.8%,-0.1%[12.7 µM],13.0%,24.7%,8.5%,-7.3%
Cc1ccc(N(C(C)C(=O)Nc2ccc(S(=O)(=O)N3CCOCC3)cc2)S(C)(=O)=O)cc1 (stereo unspecified),8.0,3.4%,6.1%,3.0%,?,15.0%,5.3%,9.1%,-5.0%

# Compounds as they come (roughly 11% active in at least one column).
